UGM FP inh – M. tuberculosis UGM enzyme inhibitors, primary screen, biochemical, fluorescence polarization, single point; inhibition, % at 10 µM; UDP-galactopyranose mutase (Mycobacterium tuberculosis (strain ATCC 25618 / H37Rv)), …; purified UGM, fluorescence polarization probe displacement; AID 504406, 2011; 0.06% of 320,000 active; in the data active = inhibition above about 10%, passing the limit was not always enough; inconclusive = no clear call, values can overlap the other calls
Target sequence (P9WIQ1 whole entry, looked up): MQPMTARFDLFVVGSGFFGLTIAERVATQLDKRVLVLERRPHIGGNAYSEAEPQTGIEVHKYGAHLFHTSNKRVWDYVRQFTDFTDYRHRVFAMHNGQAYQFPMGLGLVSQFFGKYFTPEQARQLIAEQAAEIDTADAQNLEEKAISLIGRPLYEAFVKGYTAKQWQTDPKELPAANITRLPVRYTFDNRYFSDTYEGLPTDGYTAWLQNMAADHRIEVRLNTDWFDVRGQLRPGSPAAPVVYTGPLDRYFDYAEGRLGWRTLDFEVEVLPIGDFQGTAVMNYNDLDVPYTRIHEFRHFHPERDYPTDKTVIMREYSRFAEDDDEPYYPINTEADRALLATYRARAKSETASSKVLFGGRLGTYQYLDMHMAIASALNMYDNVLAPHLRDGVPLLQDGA
BoNT-A LC inh2 – BoNT/A light chain protease inhibitors, primary screen, biochemical, flow cytometry, MLPCN library; Botulinum neurotoxin type A light chain protease (Clostridium botulinum A str. ATCC 3502); multiplex microsphere protease substrate cleavage; inhibition, % at 10 µM; 0.17% of 360,000 active; in the data active = inhibition above about 30%; inconclusive = no clear call, values can overlap the other calls; also: plate controls were buffer without enzyme for full effect and enzyme alone for no effect
CCHFV vOTU inh – CCHFV vOTU protease inhibitors, primary screen, biochemical, Pep-AMC substrate, fluorescence; Crimean-Congo hemorrhagic fever virus L polyprotein viral ovarian tumor (vOTU) protease …; inhibition, % at 11.5 µM; 0.55% of 370,000 active; also: 0% = vehicle wells with enzyme and 100% = no enzyme wells
Mtb BioA inh – M. tuberculosis BioA enzyme inhibitors, primary screen, biochemical, plate reader, single point, HTS; 7,8-diaminopelargonic acid synthase BioA (Mycobacterium tuberculosis); purified M. tuberculosis BioA enzyme; inhibition, % at 9.99 µM; 0.096% of 360,000 active; AID 602481, 2012; in the data active = inhibition above about 40%; inconclusive = no clear call, values can overlap the other calls
FadD28 FP inh – inhibitors of FadD28 bisubstrate probe binding, primary screen, biochemical, fluorescence polarization, single point; Mycobacterium tuberculosis FadD28 fatty-acid-AMP ligase; inhibition, % at 12.5 µM; 0.22% of 360,000 active; AID 588549, 2011; in the data active = inhibition above about 8.5%, passing the limit was not always enough; inconclusive = no clear call, values can overlap the other calls
Mtb FBA inh – Mtb FBA enzyme inhibitors, primary screen, biochemical, fluorescence, strain H37Rv. inhibition, % at 1 µM. AID 588726, 2011. Fructose-bisphosphate aldolase (Mycobacterium tuberculosis (strain ATCC 25618 / H37Rv)), …. 2.3% of 360,000 active. purified M. tuberculosis FBA, fluorescence read-out; in the data active = inhibition above about 27%;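 also: 0% = vehicle and 100% = reference inhibitor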
Target sequence (P9WQA3 whole entry, looked up): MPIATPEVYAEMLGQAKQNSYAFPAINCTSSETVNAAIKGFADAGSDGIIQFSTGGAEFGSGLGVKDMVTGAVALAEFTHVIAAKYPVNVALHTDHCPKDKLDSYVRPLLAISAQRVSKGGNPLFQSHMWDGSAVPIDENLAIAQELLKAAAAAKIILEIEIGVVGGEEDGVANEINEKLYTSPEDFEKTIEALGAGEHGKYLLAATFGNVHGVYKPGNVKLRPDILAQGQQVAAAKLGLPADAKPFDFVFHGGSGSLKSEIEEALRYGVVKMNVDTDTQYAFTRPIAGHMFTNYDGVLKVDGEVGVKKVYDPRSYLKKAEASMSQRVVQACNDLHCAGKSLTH
BoNT F protease – BoNT/F light chain protease inhibitors, primary screen, biochemical, flow cytometry, MLPCN library; Multiplex microsphere protease cleavage assay; 0.22% of 360,000 active; AID 588497, 2011; inhibition, % at 10 µM; in the data active = inhibition above about 35%, passing the limit was not always enough; inconclusive = no clear call, values can overlap the other calls; also: plate controls were buffer without enzyme for full effect and enzyme alone for no effect
GDH-TPI inh – GDH-TPI coupling enzyme inhibitors, primary screen, artefact control for M. tuberculosis FBA inhibitor project, biochemical, absorbance, full deck | GDH-TPI coupled enzyme counterscreen, NADH absorbance | inhibition, % at 4.8 µM | 1.2% of 360,000 active;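 also: 0% = DMSO wells and 100% = wells lacking the enzyme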
PrPC surface inh – inhibitors of human cell surface prion protein PrPC, primary screen, cell-based, TR-FRET | inhibition, % at 13.8 µM | AID 720596, 2013 | Major prion protein (Homo sapiens), P04156 | TR-FRET read-out | 0.43% of 370,000 active; in the data active = inhibition above about 24%; also: 0% = median of the test wells and 100% = reference compound wells
Numbers without * were called inactive; ? = inconclusive; · = not tested or not shown. Rule as the data show it, unless noted: active = inhibition above about 30%; inactive = the rest. Not a hit list; 4.8% or so of the library scored in one or more.

1	CCCn1nc(C(=O)OCC(=O)c2ccc3c(c2)NC(=O)CO3)c2ccccc2c1=O
2	C/C(=N\NC(=O)Cc1ccccc1Cl)c1cccnc1
3	CNC(=S)NNC(=O)Cc1ccccc1
4	NC(=O)c1nc(C(=O)N2CCCCC2)c2ccccc2n1
5	CCC(=O)Nc1nnc(SCc2ccc(F)cc2)s1
6	COc1cccc(N(CC(=O)NC2CC3CCC2C3)S(=O)(=O)c2ccccc2)c1 (configuration not stated)
7	Cc1ccc(CN2CCN(/N=C/c3ccc(C(=O)O)cc3)CC2)cc1
8	CN(Cc1ccccc1)S(=O)(=O)c1ccc(NC(=O)c2ccccc2C(=O)O)cc1
9	CC(NC(=O)CNC(=O)C1O[C@@H]2OC(C)(C)O[C@@H]2[C@H]2OC(C)(C)O[C@@H]12)C(=O)O (some centres not stated)
10	OC1/C(=C/c2ccc(C(F)(F)F)cc2)N2CCC1CC2 (configuration not stated)

assay / entry,1,2,3,4,5,6,7,8,9,10
UGM FP inh,0.8,1.4,0.0,-4.4,0.2,-0.1,-5.4,0.7,-0.2,1.2
FadD28 FP inh,-3.2,-4.0,-0.2,-1.6,0.7,-3.3,-2.3,-0.3,0.6,-2.7
GDH-TPI inh,2,1,14,11,-3,4,13,6,11,-5
BoNT F protease,4,1,0,2,5,-16,-8,2,-4,-7
Mtb BioA inh,1.8,-0.9,-1.1,-2.6,-1.1,0.1,-1.7,·,1.3,·
PrPC surface inh,-3,4,3,-10,2,3,8,-4,1,11
CCHFV vOTU inh,0,-9,2,3,1,7,-2,-1,4,-1
BoNT-A LC inh2,-0.1,0.4,?,-0.1,0.2,-1.5,-0.5,0.5,0.0,-0.7
Mtb FBA inh,-2,1,-1,2,1,0,2,1,-3,-6

11	O=C(O)c1ccc(Cl)cc1NC(=O)C1CCCO1 (configuration not stated)
12	CCCCN(C(=O)CSc1ncnc2sccc12)c1c(N)n(Cc2ccccc2)c(=O)[nH]c1=O
13	O=C(O)c1ccccc1-c1ccccc1C(=O)NNc1ccccc1
14	CCCc1cc(=O)[nH]c(SCCOc2ccc(OCC)cc2)n1
15	COC(=O)c1cc(NC(=O)c2c(Cl)nc3sccn23)cc(C(=O)OC)c1
16	Cc1cccc(C(=O)OCC(=O)c2ccc3c(c2)OCCO3)c1O
17	Cc1ccc(SCCN2CCC(C(C)(C)C)CCC2=O)cc1 (configuration not stated)
18	CC(C)C(c1nnnn1Cc1cccs1)N1CCN(C2CCCC2)CC1 (configuration not stated)
19	CC(C)OP(=O)(OC(C)C)C(O)c1ccc2c(c1)OCO2 (configuration not stated)
20	O=C1[C@H]2[C@@H](c3ccccc3)N[C@]3(CCCN(Cc4ccc(Br)cc4)C3=O)[C@H]2C(=O)N1Cc1ccccc1

assay / entry,11,12,13,14,15,16,17,18,19,20
UGM FP inh,-0.5,1.6,·,1.2,0.4,-0.9,1.0,0.5,0.7,·
FadD28 FP inh,-4.3,-2.2,-2.7,-1.0,0.2,1.3,-3.8,2.0,2.5,-3.0
GDH-TPI inh,-4,1,1,8,3,-4,8,0,1,6
BoNT F protease,0,-1,-9,-15,0,·,-7,-13,-2,-7
Mtb BioA inh,-6.9,1.4,-0.5,-0.4,1.9,-2.5,0.8,-1.8,·,0.0
PrPC surface inh,-3,5,14,0,-1,-7,8,4,1,-1
CCHFV vOTU inh,5,8,-6,3,5,8,20,3,-13,-5
BoNT-A LC inh2,-0.1,-0.2,-0.3,0.0,-0.3,·,-0.1,-0.2,0.9,-0.8
Mtb FBA inh,4,0,0,4,0,4,7,-2,-3,3

21	Cc1ccc(S(=O)(=O)Oc2ccc(/C=C3/N=C(c4ccccc4)OC3=O)cc2)cc1
22	Nc1c(-c2ccc(Cl)cc2)cnc2ncnn12
23	CC1CCCCN1C(=O)CSc1nnc(CSc2ncccn2)n1C (configuration not stated)
24	Cc1ccc(S(=O)(=O)NCCC(=O)OCC(=O)NC(=O)c2cccn2C)cc1
25	Cc1ccc(S(=O)(=O)Nc2cc(-c3nn(C)c(=O)c4ccccc34)ccc2N2CCOCC2)cc1
26	COc1ccccc1/C=C/CN1CCCC(CO)(CCc2ccccc2)C1 (configuration not stated)
27	Cc1ccc(OCc2nnc(SCC(=O)Nc3ncc(C)s3)o2)cc1
28	CCc1ccc(CN(Cc2cccnc2)C(=O)/C=C/c2ccc(OC)cc2)cc1
29	Cc1ccc(CNC(=O)COC(=O)c2ccc(S(=O)(=O)N3CCCC3)cc2)cc1
30	O=C(O)c1ccc2c(c1)C(=O)N(c1ccc(Nc3ccccc3)cc1)C2=O

assay / entry,21,22,23,24,25,26,27,28,29,30
UGM FP inh,1.2,-1.1,-1.7,-1.7,-1.7,0.9,3.9,-2.0,2.4,-5.1
FadD28 FP inh,-3.8,-2.3,-0.4,-3.6,-0.4,-2.9,0.0,-5.9,1.4,?
GDH-TPI inh,3,-3,13,0,6,3,2,7,-10,3
BoNT F protease,4,0,-1,-2,4,-23,-1,-46,0,-2
Mtb BioA inh,3.2,0.3,·,·,-0.1,0.5,·,7.0,-0.5,-0.9
PrPC surface inh,3,5,13,4,-2,-2,8,7,0,-13
CCHFV vOTU inh,11,10,5,-4,-16,3,0,18,10,-6
BoNT-A LC inh2,0.8,0.7,-1.1,-0.6,?,-0.9,-0.4,5.5,0.4,-1.0
Mtb FBA inh,-2,3,-3,-4,-1,3,2,1,5,0

31	COc1ccc(C)cc1NC(=O)CNCc1cccs1
32	Cc1ccccc1CSCC(=O)N/N=C/c1cccs1
33	OCCC1CN(Cc2ccc(Oc3ncccn3)cc2)CCN1CCc1ccccc1 (configuration not stated)
34	CCOC(=O)C(C)Oc1cccc2c(=O)n(CC(=O)NCc3ccccc3)ccc12 (configuration not stated)
35	CCOc1ccc(C(=O)N[C@H](C(=O)Nc2cccc(S(=O)(=O)N3CCOCC3)c2)C(C)C)cc1
36	CCN1C(=O)CSC1=Nc1ccccc1Cl
37	Cc1noc(/C=C/N(C)C)c1S(=O)(=O)N1CCC(C(=O)Nc2ccc(Cl)cc2)CC1
38	CNC(=O)C[C@H]1C(=O)N(CCc2ccccc2)C[C@@H]1Cc1ccccc1
39	CC(C)N(Cc1nc(-c2ccccc2)no1)C(=O)c1ccc(Cl)cc1
40	CCn1c(CNC(C)=O)nnc1SCC(=O)c1ccc(Br)cc1

assay / entry,31,32,33,34,35,36,37,38,39,40
UGM FP inh,-0.9,0.2,1.5,1.0,·,-1.1,1.6,·,-3.0,-2.1
FadD28 FP inh,0.6,-3.1,1.0,-1.7,-1.3,-2.6,-0.6,-0.8,-2.5,-2.4
GDH-TPI inh,12,17,2,12,0,6,28,-3,1,5
BoNT F protease,-5,8,3,10,-6,?,8,-2,-7,-10
Mtb BioA inh,-0.8,2.6,·,0.2,-4.4,0.0,0.5,1.7,-0.6,0.2
PrPC surface inh,0,4,0,10,17,3,0,-2,9,0
CCHFV vOTU inh,10,15,5,-16,2,6,20,-3,15,-13
BoNT-A LC inh2,-3.9,-0.9,0.2,0.3,0.1,-2.9,2.0,-0.9,0.1,-0.2
Mtb FBA inh,0,2,2,6,-2,-2,0,-1,-1,2

41	FC(F)(F)C1=NNC(c2ccc3ccccc3c2)=NN1
42	CCOC(=O)c1sc(-c2cccc([N+](=O)[O-])c2)cc1N
43	COC(=O)N/N=C(\C)c1ccc(-n2ccnc2)cc1
44	CCOC(=O)C(C)Oc1ccc2c(-c3cccc([N+](=O)[O-])c3)cc(=O)oc2c1 (configuration not stated)
45	O=C(COC(=O)c1ccc(O)cc1O)NC1CC1
46	O=C1NC2(CCCCC2)C(=O)N1CC(=O)N1CCc2ccccc21
47	CC(C)C(c1nnnn1Cc1ccc(F)cc1)N1CCC(C(N)=O)CC1 (configuration not stated)
48	CCOc1ccccc1N1CC(C(=O)Nc2ccc(C(=O)O)cc2)CC1=O (configuration not stated)
49	COC(=O)c1cc(S(=O)(=O)NCC2CCN(Cc3ccc(Cl)cc3)CC2)cn1C
50	CCOc1ccc(CCNS(=O)(=O)c2ccc(-c3ccc(=O)[nH]n3)o2)cc1OCC

assay / entry,41,42,43,44,45,46,47,48,49,50
UGM FP inh,·,0.7,-1.0,-3.0,3.0,4.3,2.7,-1.7,-0.1,-0.3
FadD28 FP inh,0.0,2.1,-4.0,0.5,-0.1,-2.0,0.8,-0.6,-1.1,-4.3
GDH-TPI inh,9,5,4,19,2,12,-1,2,3,-6
BoNT F protease,-2,-1,1,12,5,-7,0,-6,2,0
Mtb BioA inh,·,·,·,·,-2.9,-3.1,·,1.3,-1.6,-1.1
PrPC surface inh,-6,-15,7,-3,2,-4,2,0,0,-14
CCHFV vOTU inh,8,9,0,-12,-10,-3,-1,5,5,-5
BoNT-A LC inh2,0.2,-0.3,-1.4,1.2,-1.1,-0.1,-0.2,-0.2,-2.5,0.7
Mtb FBA inh,-2,3,-3,3,2,2,3,0,2,-1

51	CCCC(=O)Oc1ccc(-c2nccc(C(OC)OC)n2)cc1
52	Cc1ccc(C2=NNC(c3cccc(F)c3)S2)cc1 (configuration not stated)
53	O=C(Cn1c(=O)c2cccn2c2ccccc21)Nc1ccc(F)cc1F
54	Cc1ccccc1-c1cc(C(=O)NCc2ccco2)nn1CC1CC(c2cccc([N+](=O)[O-])c2)=NO1 (configuration not stated)
55	CC(C)C(NS(=O)(=O)c1cccs1)C(=O)NCc1ccc2c(c1)OCO2 (configuration not stated)
56	Cc1cccc(NC(=O)c2ccc(S(=O)(=O)N3CCCC3)cc2)c1C

assay / entry,51,52,53,54,55,56
UGM FP inh,1.5,0.7,2.0,-2.9,3.6,0.6
FadD28 FP inh,-3.9,1.1,-1.9,-1.6,-0.9,-0.7
GDH-TPI inh,-5,-1,7,-3,4,0
BoNT F protease,-2,-4,?,-7,-10,16
Mtb BioA inh,·,·,-0.6,-0.2,-1.5,·
PrPC surface inh,-3,-6,7,-16,7,-7
CCHFV vOTU inh,9,-10,11,5,2,5
BoNT-A LC inh2,0.5,-0.3,?,-0.8,-0.9,1.6
Mtb FBA inh,-1,4,2,-1,0,1
